Screens from PubChem.
Tau fluor cs = Counterscreen qHTS for Inhibitors of Tau Fibril Formation, Fluorescence Polarization. tau K18 P301L Alexa594 fluorescence, heparin fibrillization. Potency, µM (series often up to 57.7 µM), inactives show top-dose activity change, negative = decrease. actives 0.93% (n = 280,000). AID 1463, 2008; note: nearly all actives have a fitted effect of over 55% in size
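Human tau K18 P301L (15 uM unlabeled, 0.24 uM Alexa 594-labeled) in 100 mM sodium acetate pH 7 with 20 uM heparin, 6 hr at 37 C. ThT 30 uM added, 1 hr ambient; Alexa 594 FP and total fluorescence read at 555/632 nm.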
Tau fibril ThT = qHTS for Inhibitors of Tau Fibril Formation, Thioflavin T Binding; Potency, µM (titrated, usually from 57.4 µM), inactives show at the top dose activity, negative = inhibition, hits mostly inhibitors; actives 2.1% (n = 270,000); Microtubule-associated protein tau (Homo sapiens), P10636; recombinant tau K18 P301L (four-repeat tau fragment), heparin-induced fibrillization, ThT fluorescence; note: nearly all actives have a fitted effect of over 55% in size
Target sequence (P10636 561-689 P618L limits assumed): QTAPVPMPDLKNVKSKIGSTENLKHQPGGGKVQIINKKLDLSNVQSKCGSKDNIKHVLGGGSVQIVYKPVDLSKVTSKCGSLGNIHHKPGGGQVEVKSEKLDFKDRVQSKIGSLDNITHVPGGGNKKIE
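Heparin-induced fibrillization of the P301L-mutant K18 repeat-domain fragment of human tau was followed by ThT binding in quantitative high-throughput format.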
TexasRed fluor = Total Fluorescence Counterscreen for Inhibitors of the Interaction of Thyroid Hormone Receptor and Steroid Receptor Coregulator 2. TRb/SRC2 Texas Red total fluorescence interference. Potency, µM (top dose mostly 106 µM), without a hit: top-dose fluorescence change, negative = quenching. actives 0.29% (n = 280,000). AID 1479, 2009; active = well fitted curve in either direction with a large enough effect; inconclusive = small, poorly fitted or top-dose-only effect
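Human TRβ ligand-binding domain (0.6 uM) and Texas Red SRC2 peptide (20 nM) in Tris buffer with 1 uM T3 and 5% DMSO were incubated with pinned compound for 5 hr at ambient temperature. Total fluorescence was computed as S + 2P (555/632 nm).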
L3MBTL1 inh = qHTS Assay for the Inhibitors of L3MBTL1; Lethal(3)malignant brain tumor-like protein 1 (Homo sapiens), Q9Y468; AlphaScreen L3MBTL1–H3K9me1 peptide binding; Potency, µM (top dose mostly 57.1 µM), for the others: at the top dose activity, negative = inhibition, actives largely listed as inhibitors; actives 0.66% (n = 230,000); AID 485360, 2010; note: nearly all actives have a fitted effect of over 60% in size
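L3MBTL1 (50 nM) pre-complexed 30 min with biotinylated H3(1-15)K9me1 peptide (75 nM), then compounds added for 30 min at room temperature; AlphaScreen streptavidin donor/nickel chelate acceptor beads (10 ug/mL final) read after 30 min dark incubation.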
TRb SRC2 PPI = qHTS for Inhibitors of the Interaction of Thyroid Hormone Receptor and Steroid Receptor Coregulator 2; Thyroid hormone receptor beta (Homo sapiens), P10828; Potency, µM (titrated, usually from 106 µM), inactives show at the highest dose activity change, negative = inhibition, most hits filed as inhibitors; TRbeta-SRC2 peptide binding, fluorescence polarization; receptor liganded with 1 µM T3; actives 0.065% (n = 280,000);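 note: plate controls were bound peptide for no effect and peptide without receptor for full effect; nearly all actives have a fitted effect of over 50% in size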
Target sequence (P10828 whole entry, looked up): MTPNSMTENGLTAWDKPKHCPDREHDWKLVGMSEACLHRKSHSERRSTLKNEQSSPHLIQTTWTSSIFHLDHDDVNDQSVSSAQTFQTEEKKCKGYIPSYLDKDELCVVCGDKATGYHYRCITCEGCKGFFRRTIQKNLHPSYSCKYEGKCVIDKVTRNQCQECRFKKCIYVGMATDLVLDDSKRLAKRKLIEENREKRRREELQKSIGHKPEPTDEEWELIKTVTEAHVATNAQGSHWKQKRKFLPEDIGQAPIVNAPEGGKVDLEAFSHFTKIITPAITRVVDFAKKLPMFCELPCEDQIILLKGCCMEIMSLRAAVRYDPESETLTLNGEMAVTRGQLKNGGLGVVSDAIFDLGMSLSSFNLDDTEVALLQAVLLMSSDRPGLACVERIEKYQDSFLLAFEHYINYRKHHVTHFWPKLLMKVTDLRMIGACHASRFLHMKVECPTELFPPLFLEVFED
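Polarization signal, normalized between peptide-alone and full complex controls, measured compound effects on T3-liganded human TRb LBD (0.6 uM) binding 20 nM Texas Red SRC2 peptide after 5 hr.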
ALDH1A1 inh = qHTS Assay for Inhibitors of Aldehyde Dehydrogenase 1 (ALDH1A1). Aldehyde dehydrogenase 1A1 (Homo sapiens), P00352. Purified ALDH1A1, NADH fluorescence, propionaldehyde substrate. Potency, µM (titrated, usually from 75.3 µM), without a hit: at the highest dose activity, negative = inhibition, most hits filed as inhibitors. actives 7.3% (n = 220,000). AID 1030, 2008; active = well fitted inhibition curve with a large enough effect, not every such curve was filed as active; inconclusive = small, poorly fitted or top-dose-only effect, or another doubt; inactive = no such curve, though single readings can be large or run the other way;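 note: plate controls were no enzyme wells and a reference inhibitor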
Target sequence (P00352 whole entry, looked up): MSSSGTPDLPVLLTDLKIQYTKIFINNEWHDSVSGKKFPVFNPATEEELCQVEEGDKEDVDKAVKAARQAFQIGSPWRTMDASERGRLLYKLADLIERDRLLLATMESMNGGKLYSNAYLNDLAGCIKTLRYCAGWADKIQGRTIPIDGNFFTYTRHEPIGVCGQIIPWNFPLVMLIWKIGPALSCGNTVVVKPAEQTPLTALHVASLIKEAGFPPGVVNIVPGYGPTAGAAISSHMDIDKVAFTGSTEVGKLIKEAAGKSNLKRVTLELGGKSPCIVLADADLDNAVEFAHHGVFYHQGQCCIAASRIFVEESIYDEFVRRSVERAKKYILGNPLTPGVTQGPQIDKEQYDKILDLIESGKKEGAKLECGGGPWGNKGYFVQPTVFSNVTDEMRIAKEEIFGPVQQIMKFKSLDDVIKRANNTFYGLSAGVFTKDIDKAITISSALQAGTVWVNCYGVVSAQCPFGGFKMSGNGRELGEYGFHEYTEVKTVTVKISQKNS
Tau FP inhib = qHTS for Inhibitors of Tau Fibril Formation, Fluorescence Polarization | Microtubule-associated protein tau (Homo sapiens), P10636 | K18 P301L tau heparin fibrillization, Alexa594 FP, 6 h | Potency, µM (highest dose often 57.7 µM), for inactives: top-dose activity, negative = inhibition, actives largely listed as inhibitors | actives 0.39% (n = 280,000); note: nearly all actives have a fitted effect of over 55% in size
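Human K18 P301L fragment (15 uM unlabeled plus 0.24 uM Alexa 594-labeled) in 100 mM sodium acetate pH 7 with compound, aggregation induced by 20 uM heparin for 6 hr at 37 C. ThT (30 uM) added for 1 hr, then Alexa 594 FP read.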
GLA spleen mod = qHTS Assay for Inhibitors and Activators of Human alpha-Galactosidase From Spleen Homogenate; Alpha-galactosidase A (Homo sapiens), P06280; human spleen homogenate, 4MU-alpha-Gal fluorescence, 40 min; Potency, µM (top dose mostly 80 µM), without a hit: top-dose activity change, negative = inhibition, usual class: inhibitors; actives 0.008% (n = 240,000); AID 2107, 2009;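 note: 0% = enzyme with vehicle and -100% = no enzyme basal signal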
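Fluorogenic readout (Ex 365/Em 440 nm) of 4-methylumbelliferone released from 1 mM 4-MU-alpha-galactoside by spleen homogenate, 40 min at 37C, pH 5.0. Data normalized to no-enzyme and enzyme controls; Hill-equation AC50 from compound titrations.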
* marks the source's active call; other numbers are inactive results; ? = inconclusive; · = not tested or not shown; & = joins results of further samples; [ ] = dose if it differs, or a comment. Unless noted, calls come from the whole dose curve; as a rule, active = well fitted curve in the direction sought with a large enough effect; inconclusive = small, poorly fitted or top-dose-only effect, or another doubt; inactive = no such curve, though single readings can be large; an effect the other way counts as inactive or inconclusive. Unless noted, % is set by controls: 0 for no effect and ±100 for the full control effect; potency is the fitted concentration of half-maximal effect. Hits appear at their usual frequency; any-hit rate near 8.5%.

SMILES	Tau fluor cs	Tau fibril ThT	TexasRed fluor	L3MBTL1 inh	TRb SRC2 PPI	ALDH1A1 inh	Tau FP inhib	GLA spleen mod
COc1nc(N(c2ccccc2)c2ccccc2)nc(-n2ccnc2)n1	-5%	-15%	-6%	20%	-6%	1.4µM*	-10%	-4%
Cc1ccccc1C(=O)n1nc(-c2cccnc2)nc1NCc1ccccc1	-23%	?	4%	·	-4%	·	-4%	·
Cc1[nH]nc(-c2ccc(O)c(C)c2O)c1-c1cnn(-c2ccccc2)c1	?	?	-3%	·	5%	-4%	23%	5%
CC(C)C(C(=O)Nc1ccc(S(=O)(=O)N2CCOCC2)cc1)N1C(=O)c2ccccc2C1=O (stereo unspecified)	-17%	-4%	1%	·	-14%	2%	-2%	-6%
CCCCOc1ccc(/C=C/C(=O)OCC(=O)N2CC(=O)Nc3ccccc32)cc1OCC	-10%	-3%	-9%	-9%	1%	2%	-2%	7%
Cc1cc(Br)ccc1NC(=O)c1cc2c(s1)-c1ccccc1SC2	-14%	0%	-5%	·	4%	·	?	·
Cc1nn(C)c2c1c(C(F)(F)F)cc(=O)n2CC(=O)N1CCCCC1	0%	3%	-3%	·	3%	·	1%	·
CN1CCN(S(=O)(=O)c2ccc(NC(=O)Nc3cccc(Cl)c3)cc2)CC1	?	?	2%	-5%	-13%	0%	18µM*	-6%
Nc1nonc1C(=O)NCCN=Cc1cc(Cc2ccccc2)cc(Br)c1O	?	28µM*	-7%	-1%	10%	-11%	?	-7%
COc1cc(SC)ccc1C(=O)Nc1ccc(C)cc1	-2%	6%	0%[53 µM]	89%[activator]	-3%[53 µM]	-10%	-2%	-19%
CCOc1cc(-c2nc(C)c(C(C)=O)n2O)ccc1OCC(=O)Nc1ccccc1	-19%	?	-1%	·	-2%	?	2%	-4%
CN(C)CCn1c(N)nc2ccccc21	4%	-3%	0%	11%	-1%	·	0%	8%
Cc1cc(C)nc(NC(=O)c2cc(Br)ccc2Cl)n1	1%	-4%	-5%	7%	-10%	3%	?	0%
Clc1ccc2nc(-c3ccncc3)cc(-c3ccccc3)c2c1	-3%	2%	11%	-4%	2%	2%	4%	10%
S=C(NCc1ccc2c(c1)OCO2)NC1CC1	2%	2%	-6%	-3%[11.4 µM]	9%	-9%	-10%	-11%
Cc1cc(C)nc(NS(=O)(=O)c2ccc(NC(=O)CCC3COc4ccccc4O3)cc2)n1 (stereo unspecified)	-21%	-15%	1%	13%[11.4 µM]	5%	7%	-7%	2%
CC1=C(C(=O)OC(C)C)C(c2cn(-c3ccccc3)nc2-c2cccs2)NC(=O)N1 (stereo unspecified)	-19%	-8%	-2%	-5%	3%	9%	-3%	-1%
CCOC(=O)N1CCC(N2C(=O)c3ccccc3C2Nc2ccc3c(c2)OCCO3)CC1 (stereo unspecified)	-29%	?	-2%	·	4%	?	4%	-1%
COc1ccc(N(C(C)=O)c2nc(C)cc(C)c2C#N)c(OC)c1	9%	5%	1%	-1%	-6%	3%	5%	0%
CCOC(=O)c1ccccc1NC(=O)Cn1c(=O)n(CCCC(=O)NCc2ccc3c(c2)OCO3)c(=O)c2ccccc21	-3%	2%	1%	·	-2%	·	-11%	·
Cc1ccccc1CN1C(=O)c2ccccc2Sc2ccc(C(=O)NC3CCCCC3)cc21	1%	-8%	-2%	·	-1%	·	-1%	·
CC(=O)c1ccc(N2CCN(C(=O)Nc3cccc(F)c3)CC2)cc1	-14%&-20%	?	-1%&-30%	-2%	-5%&0%	4%	-4%&-6%	6%
CCOc1ccc2nc(N3CCCC(C(=O)Nc4ccccc4CC)C3)sc2c1 (stereo unspecified)	-24%	?	-5%	·	6%	·	2%	·
Cc1nc2nc(NCc3ccc(Cl)cc3)[nH]n2c(=O)c1Cc1ccccc1	4%	12%	3%	·	-6%	·	1%	·
COc1cc(/C=C/C(=O)NCCc2ccc(S(N)(=O)=O)cc2)ccc1OCC#N	-4%	-12%	-1%	·	0%	·	-1%	14%

In the list so far, four have an aryl methoxy group:
SMILES	Tau fluor cs	Tau fibril ThT	TexasRed fluor	L3MBTL1 inh	TRb SRC2 PPI	ALDH1A1 inh	Tau FP inhib	GLA spleen mod
COc1nc(N(c2ccccc2)c2ccccc2)nc(-n2ccnc2)n1	-5%	-15%	-6%	20%	-6%	1.4µM*	-10%	-4%
COc1cc(SC)ccc1C(=O)Nc1ccc(C)cc1	-2%	6%	0%[53 µM]	89%[activator]	-3%[53 µM]	-10%	-2%	-19%
COc1ccc(N(C(C)=O)c2nc(C)cc(C)c2C#N)c(OC)c1	9%	5%	1%	-1%	-6%	3%	5%	0%
COc1cc(/C=C/C(=O)NCCc2ccc(S(N)(=O)=O)cc2)ccc1OCC#N	-4%	-12%	-1%	·	0%	·	-1%	14%

Continuation.
SMILES	Tau fluor cs	Tau fibril ThT	TexasRed fluor	L3MBTL1 inh	TRb SRC2 PPI	ALDH1A1 inh	Tau FP inhib	GLA spleen mod
Cc1ccc(C2(CC(=O)O)CCOC(C)(C)C2)cc1 (stereo unspecified)	0%	0%	-1%	35%[activator]	1%	3%	-3%	-5%
CCN(CC)CCOC(=O)c1ccc(NC(=O)CCNC(=O)Cn2ccc3ccccc3c2=O)cc1	5%	2%	0%	47%[activator][11.4 µM]	10%	8%	-2%	1%
Cc1ccc(CNC(=O)C(=O)Nc2nccs2)cc1	-2%	-5%	-1%	6%	5%	3%	7%	-9%
COc1ccc(NC(=S)NCCc2c[nH]c3ccccc23)c(OC)c1	13%	10%	-1%	-25%	4%	3%	4%	1%
C=CCN1C(=O)C(CC(=O)Nc2ccccc2)SC1=Nc1ccc(S(N)(=O)=O)cc1 (stereo unspecified)	-10%	7%	-1%	1%	3%	?	-4%	2%
O=S(=O)(NCc1cccnc1)c1ccc(Cl)nc1	-3%	-4%	0%	1%	-6%	12%	-8%	-6%
Cc1ccc(NC(=O)CCC2CC(C)(C)OC2=O)cc1 (stereo unspecified)	-10%	-15%	0%	·	-7%	-1%	-11%	-4%
CCCCNC(=O)CCn1c(=O)c2ccccc2n(Cc2ccccc2C#N)c1=O	-7%	-3%	6%	·	5%	·	-4%	·
OCCN(Cc1ccccc1)Cc1cccc(C(F)(F)F)c1	-9%	-5%	2%	·	1%	-6%	-1%	-1%
CCOC(=O)c1ccccc1NC(=O)c1ccc2c(=O)n3c(nc2c1)CCCCC3	-11%	-13%	0%	-2%	2%	?	10%	5%
Cc1ccc(C(=O)N2CCN(C3c4cccc5cccc(c45)C3NS(=O)(=O)c3ccccc3)CC2)cc1 (stereo unspecified)	-18%	-21%	2%	-10%	-7%	22µM*	-7%	-1%
COc1ccccc1-c1cc(C(F)(F)F)nc(N2CCN(c3ccc(F)cc3)CC2)n1	-18%	-9%	0%	-7%	5%	7%	-6%	3%
O=C(NCCN1CCN(c2ccccc2)CC1)Nc1cccc(Br)c1	?	?	1%	·	3%	·	-4%	·
COc1ccc(Nc2nc(C)cc(=O)[nH]2)c(OC)c1	-14%	-8%	-2%	·	0%	8%	8%	-7%
CCOC(=O)C(CC)/C(C)=N/NC(=O)c1ccccc1[N+](=O)[O-] (stereo unspecified)	2%	7%	1%	-1%	-2%	?	-3%	-10%
CCOC(=O)c1c(S(=O)(=O)NCC(=O)NCc2ccccc2)c(C)n(C)c1C	-2%	-1%	-12%	·	-4%	·	-7%	·
O=C(CCCN1C(=O)/C(=C\c2cccs2)SC1=S)NNC(=O)c1cccnc1	-8%	-19%	-2%	-26%	6%	1%	4%	-7%
Cc1cccc(Oc2ccc(C(=O)NC3CCSC3=O)cn2)c1C (stereo unspecified)	-6%	-10%	2%	3%	0%	-1%	5%	-2%
CCc1nnc(NC(=O)CSc2nnc(CNc3cccc(C)c3)n2-c2ccccc2)s1	-5%	-13%	1%	7%	-1%	4%	1%	1%
Cc1nn(C(C)C(=O)N2CCCCC2)c(=O)c2c1sc1ccccc12 (stereo unspecified)	2%	-2%	-9%	10%	-1%	?	-1%	-2%
O=C(O)CNC(=O)c1ccccc1Br	6%	3%	1%	-7%	8%	-4%	0%	-2%
CCOC(=O)c1cc(-c2ccccc2)n(CCCC(=O)Nc2ccc(CC)cc2)c1C	-25%	-15%	-5%	·	0%	·	-8%	·
O=C(COC(=O)CCc1ccc(S(=O)(=O)N2CCOCC2)cc1)NC1CCCCCC1	-2%	1%	-2%	7%	3%	-15%	5%	6%
Oc1cccc(/C=N/c2c(-c3ccco3)nc3ccccn23)c1	?	?	-1%	?	10%	?	?	-8%
COc1ccc(CCNc2c3ccccc3nc3ccccc23)cc1OC	-19%	?	4%	2%	-1%	·	0%	?
Cc1cccc(N2CN(Cc3ccco3)CNC2=S)c1C	4%	1%	9%	4%	-1%	6%	6%	5%
CCCC(=O)NC(NC(=S)Nc1ccc(N=Nc2ccccc2)cc1)C(Cl)(Cl)Cl (stereo unspecified)	?	14µM*	6%	-8%	2%	?	?	2%
COC(=O)C1=C(C)Nc2nnnn2C1c1ccc(Cl)cc1Cl (stereo unspecified)	-10%	-7%	1%	3%[11.4 µM]	8%	8.9µM*	2%	-15%
COc1ccc(C(=O)NC(=S)N2CCC(C)CC2)cc1	-11%	-12%	0%	·	8%	?	-9%	-3%

Looked up one by one from above:
SMILES	Tau fluor cs	Tau fibril ThT	TexasRed fluor	L3MBTL1 inh	TRb SRC2 PPI	ALDH1A1 inh	Tau FP inhib	GLA spleen mod
CC(C)C(C(=O)Nc1ccc(S(=O)(=O)N2CCOCC2)cc1)N1C(=O)c2ccccc2C1=O (stereo unspecified)	-17%	-4%	1%	·	-14%	2%	-2%	-6%
COc1ccc(NC(=S)NCCc2c[nH]c3ccccc23)c(OC)c1	13%	10%	-1%	-25%	4%	3%	4%	1%
